Screening results as filed in PubChem BioAssay.
SENP1 inh = blocks the human SENP1 SUMO protease catalytic domain | Q9P0U3 | recombinant SENP1 catalytic domain, CyPet-SUMO1-YPet FRET cleavage | inhibition, % at 10 µM | actives 0.21% (n = 360,000) | AID 624204;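 active means inhibition at least 30% at 10 µM, raw YFP signal under a set limit, fluorescence ratio 0.5 to 1.5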;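 further: 0% = enzyme with DMSO and 100% = no enzyme wells; some results filed as inactive read as strong as hits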
Target sequence (Q9P0U3 419-644 limits assumed): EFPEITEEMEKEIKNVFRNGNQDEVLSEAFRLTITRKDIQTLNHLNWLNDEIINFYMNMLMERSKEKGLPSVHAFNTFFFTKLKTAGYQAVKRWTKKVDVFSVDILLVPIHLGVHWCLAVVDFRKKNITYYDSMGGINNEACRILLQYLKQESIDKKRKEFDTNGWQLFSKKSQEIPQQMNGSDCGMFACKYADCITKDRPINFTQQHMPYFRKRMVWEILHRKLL
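Test system: hSENP1 catalytic domain, recombinant; Amount: 20 pM final SENP1 enzyme; Medium: Tris pH 8 buffer plus EDTA, NaCl, BME, BSA, NP40, catalase; Schedule: 50 min enzyme reaction, room temperature, light-protected; Technique: FRET fluorescence in CFP and YFP emission channels; Controls: no-enzyme wells low, DMSO-plus-enzyme wells high control.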
hIAP block = blocks human intestinal alkaline phosphatase. AID 2544. actives 0.12% (n = 330,000). purified IAP, CDP-Star luminescence, 30 min. inhibition, % at 10 µM. P09923;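 active means inhibition reaching a set limit with compound at 10 µM in the primary screen, cut at about 35% in these data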;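 further: plate controls were DMSO wells with enzyme for no effect and no-enzyme buffer wells for full effect; values of inactives mirror those of a sister screen read the other way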
NLRP3 yeast inh = blocks the NALP3 inflammasome reconstituted in yeast; Yeast reconstituted NLRP3/ASC/caspase-1, beta-gal luminescence, 24 h; inhibition, % at 10 µM; AID 2825; actives 0.39% (n = 330,000);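 active means inhibition of 50% or more; inactive means inhibition below 50%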;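 further: plate controls were induced DMSO wells for no effect and uninduced yeast grown without galactose for full effect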
mIAP activ = increases mouse intestinal alkaline phosphatase activity; muIAP, CDP-Star luminescence, 30 min; stronger effect = higher value; 1 = vehicle-only enzyme signal, 0 = enzyme-free wells; activation factor at 10 µM; AID 2805; actives 0.24% (n = 330,000);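 active means activation factor of at least 2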; further: the source names both 10 and 20 µM as test concentration; values of inactives mirror those of a sister screen read the other way
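Assay system: mouse IAP enzyme; reagent: chemiluminescent substrate CDP-Star; dosing: test compounds delivered from DMSO solution; schedule: 30 min at room temperature; measured by: luminescence from enzymatic CDP-Star hydrolysis; controls: DMSO-only wells and no-enzyme negative control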
A3G deaminase = blocks human APOBEC3G single-stranded DNA deamination | inhibition, % at 20 µM | actives 0.28% (n = 330,000) | recombinant A3G, ssDNA deamination FAM/TAMRA fluorescence;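 active means inhibition of at least 40% at 20 µM, with no more than 30% in the related APOBEC3A deaminase screen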;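 further: plate controls were DMSO wells with A3G for no effect and wells lacking A3G enzyme for full effect; some compounds called inactive have numbers as strong as hits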
Target sequence (Q9HC16 whole entry, looked up): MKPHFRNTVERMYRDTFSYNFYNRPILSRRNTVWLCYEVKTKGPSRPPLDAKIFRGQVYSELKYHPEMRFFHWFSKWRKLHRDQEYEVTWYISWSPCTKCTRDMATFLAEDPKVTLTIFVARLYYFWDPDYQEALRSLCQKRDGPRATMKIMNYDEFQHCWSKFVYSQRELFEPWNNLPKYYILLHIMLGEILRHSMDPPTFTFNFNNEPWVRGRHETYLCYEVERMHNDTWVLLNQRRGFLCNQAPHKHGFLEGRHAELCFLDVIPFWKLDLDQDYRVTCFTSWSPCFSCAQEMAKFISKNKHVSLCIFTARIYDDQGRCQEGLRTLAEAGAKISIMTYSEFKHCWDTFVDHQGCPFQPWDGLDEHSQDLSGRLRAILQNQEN
hIAP act = increases human intestinal alkaline phosphatase activity; purified human IAP, CDP-Star luminescence, 30 min; stronger effect = higher value; 1 = vehicle-only enzyme, 0 = enzyme-free background; activation factor at 10 µM; AID 2524; actives 0.16% (n = 330,000); P09923;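 active means activation factor of the enzyme at least 2-fold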; further: the source names both 10 and 20 µM as test concentration; values of inactives mirror those of a sister screen read the other way
APOBEC3A inh = inhibitors of human APOBEC3A DNA deaminase; inhibition, % at 20 µM; P31941; AID 493011; actives 0.41% (n = 330,000); recombinant A3A, FAM/TAMRA ssDNA deamination fluorescence;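 active means at least 40% inhibition at 20 µM here, with at most 30% in a related deaminase screen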;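 further: plate controls were A3A with DMSO for no effect and wells lacking A3A enzyme for full effect; some results filed as inactive read as strong as hits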
Target sequence (P31941 whole entry, looked up): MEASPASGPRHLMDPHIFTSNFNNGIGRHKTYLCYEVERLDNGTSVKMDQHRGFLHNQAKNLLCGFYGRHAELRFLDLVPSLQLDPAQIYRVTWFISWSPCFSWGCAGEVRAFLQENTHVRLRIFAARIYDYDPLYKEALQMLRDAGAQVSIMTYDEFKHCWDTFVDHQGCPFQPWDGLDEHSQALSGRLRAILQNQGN
MIN6 prolif = induces beta-cell replication in MIN6 cells. MIN6 cells proliferation, ATPlite luminescence, 48 h; cells starved in 0.2% serum; 100% = growth in 10% serum. actives 0.29% (n = 330,000). AID 2380. proliferation, % at 10 µM;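 active means compounds whose signal lies at least 3.5 SD above the mean of all wells on their plate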;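 further: 0% = DMSO-treated cells in low-serum medium and 100% = 10% serum control; some compounds called inactive have numbers as strong as hits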
mIAP inh = mouse IAP inhibition. purified mouse IAP, CDP-Star luminescence, 30 min. AID 2806. inhibition, % at 10 µM. actives 0.2% (n = 330,000);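 active means inhibition of at least 40% at 10 µM in the primary screen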;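 further: plate controls were DMSO with enzyme for no effect and no enzyme wells for full effect; values of inactives mirror those of a sister screen read the other way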
Active calls of the source: *; . = no result given.

SMILES	SENP1 inh	hIAP block	NLRP3 yeast inh	mIAP activ	A3G deaminase	hIAP act	APOBEC3A inh	MIN6 prolif	mIAP inh
COC(=O)CNC(=O)C1CC(=O)N(CCc2ccc(F)cc2)C1 (stereo not given)	-1	12	15	0.94	-7	0.88	-5	-2	6
Cc1ccccc1/C=C/C(=O)NCC(=O)N1CCC(N(C)C2CCCCC2C)CC1 (stereo not given)	3	4	18	1	-2	0.96	-1	4	-2
COc1ccc(-c2[nH]ncc2CN(CC2CCC(=O)N2)C(C)C)cc1F (stereo not given)	3	-23	8	1	-5	1.2	5	-2	-1
Cc1ccc(-c2nn(-c3ccccc3)cc2/C=C(\C#N)c2cccc(C#N)c2)o1	-33	6	5	0.9	-2	0.94	0	2	10
Cc1ccc(-n2c(-c3cc(-c4ccco4)[nH]n3)n[nH]c2=S)c(Br)c1	0	-67	33	0.79	8	1.7	-1	-1	21
N#Cc1c(C(F)(F)F)cc(-c2ccc(F)cc2)[nH]c1=O	-84	1	16	0.99	-7	0.99	0	-3	1
O=C(O)c1ccc(Cl)c(S(=O)(=O)NC(Cc2c[nH]c3ccccc23)C(=O)O)c1 (stereo not given)	-5	-12	15	0.93	0	1.1	21	-3	7
CC(C)C(C(=O)Nc1nccs1)c1ccc(Cl)cc1 (stereo not given)	0	-18	9	1	0	1.2	1	-3	-1
CC1(c2nnc(-c3ccc(F)cc3)o2)CC(c2c(Cl)cccc2Cl)=NO1 (stereo not given)	2	-8	23	1	13	1.1	1	-3	-1
CC(C)NC(=O)N1CC(c2ccccc2)C(c2ccc(Cl)cc2)=N1 (stereo not given)	2	-8	3	0.94	-4	1.1	-2	-4	6
Cc1ccc(Cn2c(=O)c3ccccc3n3c(SCC(=O)N4CCCCC4C)nnc23)cc1 (stereo not given)	-1	-6	13	1	3	1.1	4	-3	-2
O=C(NNS(=O)(=O)c1ccccc1[N+](=O)[O-])c1ccc(F)cc1	0	3	18	0.98	-3	0.97	1	0	2
CCCc1cc(=O)[nH]c2nnc(SCC(=O)NCc3ccc4c(c3)OCO4)n12	1	0	14	0.89	-4	1	-1	1	11
NC(=O)c1ccc(Oc2ccc(C(N)=O)cc2)cc1	4	6	-10	1.1	-3	0.94	-1	4	-14
COc1cc2c(cc1NC(=O)C1CCCO1)oc1ccccc12 (stereo not given)	-1	7	17	0.94	-5	0.93	10	3	6
CCOc1cc(NC(=S)NCc2ccco2)c(OCC)cc1NC(=O)CC(C)C	1	-4	11	1.1	-5	1	0	-2	-11
Cc1nc(N2CCN(c3ccccc3O)CC2)c2c(-c3ccccc3)csc2n1	-3	-6	27	0.92	-3	1.1	9	-4	8
CC(C)CCNC(=O)NC(=O)CSc1ncccn1	1	-14	2	0.99	-5	1.1	-5	-3	1
O=C(Cc1c(O)c2ccccc2oc1=O)c1ccc(C(F)(F)F)cc1	-1	3	10	0.96	1	0.97	2	-1	4
O=C(CCC(=O)Nc1ccc(F)cc1)N/N=C/c1cccnc1	3	-13	-2	1	-10	1.1	-2	5	-2

Gathered by group, the compounds so far containing a cyano group
SMILES	SENP1 inh	hIAP block	NLRP3 yeast inh	mIAP activ	A3G deaminase	hIAP act	APOBEC3A inh	MIN6 prolif	mIAP inh
Cc1ccc(-c2nn(-c3ccccc3)cc2/C=C(\C#N)c2cccc(C#N)c2)o1	-33	6	5	0.9	-2	0.94	0	2	10
N#Cc1c(C(F)(F)F)cc(-c2ccc(F)cc2)[nH]c1=O	-84	1	16	0.99	-7	0.99	0	-3	1

Additional structures follow.
SMILES	SENP1 inh	hIAP block	NLRP3 yeast inh	mIAP activ	A3G deaminase	hIAP act	APOBEC3A inh	MIN6 prolif	mIAP inh
CCc1cc2cc(C(=O)Nc3ccc(F)cc3)sc2s1	3	15	20	0.99	-2	0.85	-1	-3	1
CC1CCN(S(=O)(=O)c2ccc3c(c2)N(CC(=O)NCCCOC(C)C)C(=O)CS3)CC1	1	8	18	0.95	-7	0.92	-7	-2	5
Cc1cc(C)nc(NS(=O)(=O)c2ccc(NC(=O)C3(c4ccc([N+](=O)[O-])cc4)CCCC3)cc2)n1	-2	-3	-4	0.87	-4	1	2	0	13
CC(C)CC(=O)Nc1cccc(-c2cn3ccsc3n2)c1	-1	6	21	1.2	8	0.94	2	-1	-18
CCCCN(C(=O)c1ccc([N+](=O)[O-])s1)c1c(N)n(CC(C)C)c(=O)[nH]c1=O	-6	-9	8	1	-4	1.1	1	-2	0
O=C(CCNS(=O)(=O)c1ccc(Cl)cc1)NCc1cccs1	2	0	8	1.3	-5	1	-3	-2	-27
CN(C)C(CNC(=O)c1ccc2[nH]c(=O)c(=O)[nH]c2c1)c1ccco1 (stereo not given)	-2	2	11	1	-3	0.98	0	-1	-3
COc1ccc(C2CC(c3ccc(Br)cc3)Nc3nc(N)nn32)cc1 (stereo not given)	14	3	-6	0.92	-11	0.97	-2	3	8
COc1ccc(-c2cc(C(=O)NCc3ccco3)c3ccccc3n2)c(OC)c1	0	-8	7	0.95	-6	1.1	-1	-1	5
O=C(O)c1ccc(NC(=S)NC(=O)c2ccc(-c3ccccc3)cc2)cc1	-1	1	38	0.88	-7	0.99	-5	-1	12
O=C1CC(c2ccccc2)Cc2nc(N3CCc4ccccc4C3)ncc21 (stereo not given)	0	2	-15	0.91	-12	0.98	-4	-5	9
COc1cc(C(C(=O)NC(C)(C)C)N(C(=O)CNC(=O)c2cccs2)c2cccnc2)cc(OC)c1OC (stereo not given)	3	12	12	0.97	-14	0.88	-3	-1	3
COC(=O)c1ccc(CSc2nnnn2Cc2ccccc2)cc1	2	6	4	0.7	-3	0.94	0	-3	30
O=C(/C=C/c1ccc(F)cc1)NCCc1ccc2c(c1)OCCO2	-3	9	26	0.95	-4	0.91	0	0	5
Cc1c(Cl)cccc1NC(=S)NCc1cccs1	1	14	14	1.2	-7	0.86	-3	-5	-21
Cc1ccc(NC(=O)c2cc(S(=O)(=O)c3ccccc3)ccc2Cl)cc1	1	8	7	0.91	-3	0.92	-17	0	9
CC(=O)Nc1nc(-c2ccc3c(c2)CCO3)cs1	-10	-4	18	0.96	-3	1	0	-1	4
S=C1NCCOCCOCCOCCNC(=S)NCCOCCOCCOCCN1	3	-10	-4	0.96	-2	1.1	-2	3	4
O=C(NCc1cn2ccsc2n1)c1c(F)cccc1Cl	0	-22	-6	1.1	-8	1.2	-1	-2	-7
CCN(CC)CCP(=O)(c1ccccc1)c1ccccc1	0	-8	11	0.96	-8	1.1	-3	4.6*	4
O=C1CS(=O)(=O)N(Cc2ccc(F)cc2)c2ccccc21	4	.	.	0.94	8	.	5	.	6
CCC(=O)N1c2ccc(S(=O)(=O)NCc3ccccc3)cc2CC1C (stereo not given)	0	-6	14	0.98	-8	1.1	-5	-2	2
CCCCCCSc1ccc([C@@H]2[C@H]3C(=O)N(CC)C(=O)[C@H]3[C@]3(C(=O)OC)CCCCN23)cc1	-6	0	9	0.84	-2	1	-3	-6	16
O=C(CNc1ccccc1F)N/N=C/C1CC=CCC1 (stereo not given)	2	-13	5	0.97	-10	1.1	0	-3	2
COc1ccc(C(CNC(=O)CCOc2ccccc2)N(C)C)cc1 (stereo not given)	-3	-8	11	0.93	-6	1.1	0	0	7
CNC(=S)N1CCN(c2ccc(Cl)c(Cl)c2)CC1	1	-4	40	1	-6	1	-3	1	-2
CS(=O)(=O)N1CCC(C(=O)Nc2ccc(F)c(Cl)c2)CC1	10	-6	16	1	-6	1.1	-7	0	-3
Cc1ccccc1N1CCN(C2CCCN(C(=O)c3cn4c(C)cccc4n3)C2)CC1 (stereo not given)	0	-7	18	1.1	-3	1.1	-3	-3	-9
O=C(COC(=O)c1c(Cl)cccc1Cl)NC1CCCCCCC1	-1	2	33	0.98	-6	0.98	-5	0	2
Cc1ccc(C(=O)NCCC(=O)N2CCC3(CC2)NCCc2[nH]cnc23)cc1	2	17	5	0.96	-8	0.83	-6	2	4
N/C(=N\S(=O)(=O)c1ccccc1)c1ccc([N+](=O)[O-])cc1	3	2	0	0.96	-5	0.98	-1	1	4
CSc1nnc(-c2ccc(S(=O)(=O)N3CCCC3)cc2)n1C	1	7	9	1	-10	0.93	-4	0	-2
COc1ccc(OCC(O)Cn2ccnc2C)cc1 (stereo not given)	-2	-3	8	1	-8	1	-4	-1	0
O=C(Nc1ccccc1NS(=O)(=O)c1ccc(F)cc1)C1CCCC1	1	12	-8	0.95	-7	0.88	3	1	5
C/C(=C\c1ccccc1)CN1CCN(C(C)C)C(CCO)C1 (stereo not given)	-2	-6	21	0.97	-9	1.1	-2	-2	3
CC(Sc1nnc(-c2ccc(Cl)cc2)n1C)C(N)=O (stereo not given)	2	-32	4	1.2	-11	1.3	-8	-3	-17
O=C(NCc1ccccc1C(F)(F)F)C1CC(c2ccc(C(F)(F)F)cc2)=NO1 (stereo not given)	2	6	11	0.71	-1	0.94	2	-5	28
C[C@H](NC(=O)c1ncn(Cc2ccccc2)c1C(=O)N[C@@H](C)c1ccccc1)c1ccccc1	3	-2	11	0.92	-8	1	0	-7	8
CCOCCn1ccc2c(OCC(=O)Nc3cc(OC)ccc3OC)cccc2c1=O	4	-4	18	1	-8	1	-1	5	-4
O=C(CSc1nnc(CNC(=O)c2ccco2)o1)Nc1ccccc1C(F)(F)F	1	-8	2	0.97	-8	1.1	-6	1	3
Nc1nc(SCC(=O)Nc2ccc(Br)cc2Br)n[nH]1	2	-36	-6	0.86	-1	1.4	1	-4	14
O=C(Cc1n[nH]c(=O)c2ccccc12)NCc1ccc(Cl)cc1	0	-2	4	1	-4	1	-2	-2	-4
N#Cc1nc(Cc2cccc3ccccc23)oc1N1CCC(C(N)=O)CC1	4	11	6	0.94	-3	0.89	-2	2	6
CC(CNc1ccc([N+](=O)[O-])c2cccnc12)Nc1c([N+](=O)[O-])cc(C(F)(F)F)cc1[N+](=O)[O-] (stereo not given)	-3	3	2	0.81	0	0.97	1	-1	19
CC(=O)c1ccc(NC(=O)CSc2nc3ccccc3c(=O)n2CCCN2CCOCC2)cc1	3	2	2	1.1	-2	0.98	1	0	-9
COc1ccc(OC)c(S(=O)(=O)N2CCCc3ccccc32)c1	-1	-4	25	1.1	3	1	3	0	-8
Cn1c(/C(C#N)=C(\O)c2cc(Cl)sc2Cl)nc2ccccc21	0	21	17	0.94	-4	0.79	-3	-1	6
CCc1nc(C(N)=O)c2[nH]c(=O)n(-c3ccccc3F)c2n1	-2	-16	1	0.92	-8	1.2	-6	-3	8
COc1ccc(C2NC(c3ccc(OC)c(OC)c3OC)C(C)C(=O)C2C)c(OC)c1OC (stereo not given)	0	18	8	0.98	-5	0.82	-4	5	2
COC(=O)C(c1ccccc1)C1(O)CC(C)N(C)CC1C (stereo not given)	-30	-4	11	1	-6	1	-2	1	-1

A portion of the library; rates above refer to the full screens.
